Screens: PubChem, National Center for Advancing Translational Sciences (NCATS)
pAkt inh: blocks phosphorylation of Akt | Neuro2A IGF-stimulated pAkt S473 HTRF, 20 min; hits give low values | activity change, % for hits at 50 µM | 360,000 compounds, 0.32% hits | AID 651550; in the data active = activity change below about -80%; inconclusive = mostly about -51% to -80%; also: % is scaled to controls: 0 for no effect and ±100 for the full control effect
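Neuro2A cells (4,500/well, DMEM with 0.5% FBS) were treated with compound at a single 50 µM final concentration, stimulated with 6 nM IGF for 20 min at 37 °C, and lysed. Phospho-Akt Ser473 was read by HTRF as 665/615 ratio ×10^4.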
GLP-1R inv ag: GLP-1 receptor (human) inverse agonism; HEK293 GLP-1R CRE-luciferase, luminescence, 24 h; GLP-1R form is constitutively active; Potency, µM (doses to about 38.3 µM), for the others: top-dose activity change, negative = inhibition, hits mostly inhibitors; 410,000 compounds, 1.6% hits; AID 624417; also: potency is read from the fitted curve at half-maximal effect; % is scaled to controls: 0 for no effect and ±100 for the full control effect; nearly all actives have a fitted effect of over 55% in size
Target sequence (P43220 whole entry, looked up): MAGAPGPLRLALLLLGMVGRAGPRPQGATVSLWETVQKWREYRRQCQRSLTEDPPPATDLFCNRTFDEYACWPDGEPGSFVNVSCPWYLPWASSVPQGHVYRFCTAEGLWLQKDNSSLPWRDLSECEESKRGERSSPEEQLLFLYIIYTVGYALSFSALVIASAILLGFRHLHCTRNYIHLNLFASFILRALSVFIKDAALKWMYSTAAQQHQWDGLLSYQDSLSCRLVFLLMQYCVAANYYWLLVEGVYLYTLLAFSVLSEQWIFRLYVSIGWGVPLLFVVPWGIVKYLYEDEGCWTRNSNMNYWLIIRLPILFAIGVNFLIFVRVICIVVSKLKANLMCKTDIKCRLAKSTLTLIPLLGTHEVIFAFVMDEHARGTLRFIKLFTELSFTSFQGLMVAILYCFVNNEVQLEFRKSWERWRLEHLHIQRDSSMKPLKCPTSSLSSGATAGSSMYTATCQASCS
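Assay principle: reduced luminescence from a cAMP-responsive reporter in HEK293 cells co-expressing a constitutively active GLP-1R. Conditions: 24 hr compound incubation, 37 deg C, 5% CO2.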
PTHR1 ag: PTHR1 (human) receptor agonism | 410,000 compounds, 0.075% hits | Potency, µM (top dose mostly 115 µM), without a hit: top-dose activation, usual class: activators | HEK293 GP2 PTHR1 cells, GloSensor cAMP luminescence, 1 h; also: potency is read from the fitted curve at half-maximal effect; nearly all actives have a fitted effect of over 55% in size; some results filed as inactive show a strong effect at the top dose; inactives centre near -15; many of its hits are not listed in these tables
Target sequence (Q03431 whole entry, looked up): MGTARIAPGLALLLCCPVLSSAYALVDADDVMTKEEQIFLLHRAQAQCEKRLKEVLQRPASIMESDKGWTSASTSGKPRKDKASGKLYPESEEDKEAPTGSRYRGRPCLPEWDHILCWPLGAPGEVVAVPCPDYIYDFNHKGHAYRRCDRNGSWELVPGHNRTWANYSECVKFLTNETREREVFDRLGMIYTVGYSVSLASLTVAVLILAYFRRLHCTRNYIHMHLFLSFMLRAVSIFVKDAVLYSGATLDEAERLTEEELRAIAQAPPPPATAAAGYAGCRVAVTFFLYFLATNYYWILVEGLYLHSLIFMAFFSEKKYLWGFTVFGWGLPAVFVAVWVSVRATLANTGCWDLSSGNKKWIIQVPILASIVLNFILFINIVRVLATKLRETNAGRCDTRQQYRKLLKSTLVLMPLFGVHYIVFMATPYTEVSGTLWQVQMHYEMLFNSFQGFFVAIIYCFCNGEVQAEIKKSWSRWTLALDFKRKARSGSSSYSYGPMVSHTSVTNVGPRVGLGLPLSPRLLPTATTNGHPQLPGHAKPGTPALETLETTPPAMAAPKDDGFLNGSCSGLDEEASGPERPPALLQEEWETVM
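HEK-293-derived GP2 cells expressing PTHR1 and a GloSensor cAMP reporter, 3,000/well, plated overnight, given luciferin plus IBMX (each 0.5 mM as added) for 1 h at 37 °C, then compound for 1 h at 37 °C. Luminescence was read after 15 min at room temperature.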
TDP43 rescue: inhibitors of TDP-43 toxicity in yeast | TDP-43 expressing yeast growth rescue, BacTiter-Glo, 24 h | Potency, µM (doses to about 46.1 µM), without a hit: top-dose growth rescue (activation), most hits filed as activators | 410,000 compounds, 1.8% hits; also: potency is read from the fitted curve at half-maximal effect; % of control where 0% means no effect; nearly all actives have a fitted effect of over 50% in size
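Luminescence from BacTiter-Glo reports growth of TDP-43-expressing yeast after 24 hr at 30 deg C with compound. Cells were raffinose-pregrown to mid-log, then seeded in galactose medium at OD600=0.02.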
FUS yeast rescue: FUS proteinopathy suppression in yeast; S. cerevisiae FUS-expressing, growth rescue, OD600, 24 h; Potency, µM (highest dose often 76.6 µM), without a hit: at the top dose growth rescue (activation), usual class: activators; 390,000 compounds, 0.24% hits;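 also: potency is read from the fitted curve at half-maximal effect; plate controls were DMSO vehicle for no effect and reference control for full effect; nearly all actives have a fitted effect of over 55% in size; some results filed as inactive show a strong effect at the top dose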
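Restored growth of FUS-toxic S. cerevisiae, read as 600 nm absorbance after 24 h at 30C in galactose medium (starting OD 0.005). Controls CP55940 and DMSO.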
HEK293 tox: cytotoxic in the GLP-1 receptor inverse agonist counter-screen; Potency, µM (doses to about 38.3 µM), without a hit: at the highest dose activity change, negative = inhibition, most hits filed as inhibitors; AID 624418; 410,000 compounds, 0.13% hits; HEK293 cAMP-luciferase reporter cells, luminescence, 24 h;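 also: loss of luciferase light is scored as toxicity; potency is read from the fitted curve at half-maximal effect; % is scaled to controls: 0 for no effect and ±100 for the full control effect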
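Quantitative HTS format, 1536 wells, 200 cells/uL seeded. Compounds: 23 nL, 24 h, 37 °C. Detection: luciferase reagent, luminescence at 12 min RT; decreased signal taken as cytotoxic.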
Abeta rescue: restores growth of yeast expressing A-beta42 peptide | yeast expressing A-beta42, growth rescue, OD600, 48 h; response scale: 0% DMSO, 100% iron-clioquinol control | Potency, µM (doses to about 46.1 µM), without a hit: at the highest dose growth rescue, hits mostly activators | 410,000 compounds, 0.063% hits | AID 1347071; also: potency is read from the fitted curve at half-maximal effect; nearly all actives have a fitted effect of over 55% in size
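Yeast growth medium received pinned compounds, then yeast cells expressing toxic A-beta were added; plates incubated at 30 C for 48 hr. Growth read as absorbance at 600 nm, normalized to DMSO and equimolar FeCl3 plus clioquinol controls.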
MmCpn inh: blocks the Methanococcus maripaludis chaperonin Mm-Cpn. purified Mm-Cpn ATPase, ADP Transcreener TR-FRET. Potency, µM (top dose mostly 76.9 µM), without a hit: top-dose activity, negative = inhibition, actives largely listed as inhibitors. 330,000 compounds, 0.031% hits; also: potency is read from the fitted curve at half-maximal effect; % is scaled to controls: 0 for no effect and ±100 for the full control effect; nearly all actives have a fitted effect of over 80% in size
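Purified archaeal chaperonin (25 nM final) was preincubated with compound for 10 min at 37°C, then ATP (10 uM final) was added for 30 min at 37°C in Tris pH 7.4/KCl/MgCl2/DTT buffer. ADP was quantified by HTRF Transcreener TR-FRET.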
aSyn rescue: rescues yeast growth from alpha-synuclein toxicity; Yeast expressing alpha-synuclein, growth rescue, BacTiter-Glo, 24 h; Potency, µM (titrated, usually from 46.1 µM), for inactives: at the top dose growth rescue (activation), actives largely listed as activators; 370,000 compounds, 0.14% hits; also: potency is read from the fitted curve at half-maximal effect; % of control where 0% means no effect; nearly all actives have a fitted effect of over 65% in size
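Readout is rescue of growth in alpha-synuclein-expressing yeast, so inhibitors of toxicity appear as activators. Growth after 24 hr at 30 deg C in galactose medium is quantified by luminescence.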
* marks the source's active call; other numbers are inactive results; i = inactive; ? = inconclusive; / = no result given; [ ] = remark or other dose. Unless noted, calls follow the shape of the dose curve; as a rule, active = well fitted curve in the direction sought with a large enough effect; inconclusive = small, poorly fitted or top-dose-only effect, or another doubt; inactive = no such curve, though single readings can be large; an effect the other way counts as inactive or inconclusive.

SMILES	pAkt inh	GLP-1R inv ag	PTHR1 ag	TDP43 rescue	FUS yeast rescue	HEK293 tox	Abeta rescue	MmCpn inh	aSyn rescue
Cc1nc(Cl)nc(N(C)c2ccccc2)c1[N+](=O)[O-]	i	15%	-8%	?	-5%	-18%	-56%[inhibitor]	1%	-10%
COc1cccc(C(=O)COC(=O)c2n[nH]c(=O)c3ccccc23)c1	i	1%	i	-18%	-13%	-7%	5%	0%	1%
COc1ccc(N(C)S(=O)(=O)c2cccc(C(=O)OCC(=O)N(C)c3ccccc3)c2)cc1	i	?	-53%[inhibitor]	-17%	/	2%	-12%	2%	-2%
Clc1cccc(Cc2c(-c3ccco3)nc3ccc(Br)cn23)c1	i	?	-1%	?	11%	-16%	-83%[inhibitor]	/	-75%[inhibitor]
COc1cc(/C=C(/NC(=O)c2ccccc2)C(=O)N2CCN(C)CC2)c([N+](=O)[O-])cc1OC	i	10%	i	9%	2%	-24%	-6%	2%	-2%
COc1cc(S(=O)(=O)Nc2ccccc2N2CCCCC2)ccc1NC(C)=O	i	?	-17%	-2%	2%	?	-6%	-7%	1%
CC1=C(C)CS(=O)N(c2ccc(S(N)(=O)=O)cc2)C1 (stereo unspecified)	i	-20%	i	22%	12%	?	20%	-1%	2%
COc1ccccc1NC(=O)Nc1ccnn1C1CCCCC1	i	-20%	-11%[57.5 µM]	11%	7%	-4%	16%	0%	0%
N#CC1=C(N)Oc2n[nH]c(-c3ccncc3)c2C1c1ccsc1 (stereo unspecified)	i	79%[activator]	-66%[inhibitor]	0%	23%	-4%	5%	0%	-1%
CC1(C(=O)Nc2ccc3c(c2)OCCO3)CCN1C(=O)c1cccc(F)c1 (stereo unspecified)	i	10%	i	21%	-12%	4%	-1%	/	5%
O=C(CN1CCN(S(=O)(=O)c2ccccc2)CC1)Nc1ccc(N2CCOCC2)cc1	i	-4%	i	0%	/	-4%	-2%	1%	0%
Cc1ccc(-n2nc(C)c(NC(=O)CCl)c2C)cc1C	i	?	-21%	28%	/	?	10%	3%	18%
COc1ccccc1N(CC(=O)NCC1CCCO1)C(=O)CCC(=O)Nc1nccs1 (stereo unspecified)	i	3%	i	-12%	15%	-13%	-2%	-1%	-1%
O=C(CN(Cc1ccc(Cl)cc1)C(=O)CN1C(=O)COc2ccccc21)NC1CCCC1	i	?	-11%	-5%	22%	2%	2%	1%	1%
Cc1cc(C(=O)N2CCN(c3ncccn3)CC2)c(C)o1	i	0%	-3%[57.5 µM]	-11%	16%	-11%	-1%	4%	3%
O=c1[nH][nH]c(C(F)(F)F)c1C=Nc1ccc(Cl)cc1	i	3%	-64%[inhibitor]	-20%	21%	0%	11%	0%	0%
COc1cc(NC(=S)N2CCN(c3ccccn3)CC2)cc(OC)c1OC	i	-14%	i	21%	/	3%	2%	2%	2%
C/C(=N/N=C(\C)c1ccccc1O)c1ccccc1O	i	22%	i	-11%	3%	8%	-2%	0%	-3%
CCOc1ccc(Br)cc1S(=O)(=O)NC(=O)c1ccccc1	i	-16%	-7%	6%	-4%	-2%	-2%	4%	6%
CCOC(=O)C1=C(CN2CCN(C)CC2)NC(=O)NC1c1ccc(F)cc1 (stereo unspecified)	/	8%	i	22%	-27%	0%	2%	/	/
CCN(CC)S(=O)(=O)c1cc(C(=O)OCC(=O)c2ccc3c(c2)NC(=O)CO3)ccc1F	i	1%	-20%	11%	-2%	3%	-4%	-4%	-2%
CCOc1ccccc1CNCCNCC(C)O (stereo unspecified)	i	4%	-5%	12%	-14%	2%	-20%	-2%	-5%
CN(C)C1=NC[C@H](Cc2ccccc2)N1CCc1cccc(F)c1	i	-4%	i	11%	-12%	3%	6%	1%	0%
CCN=C(NCC)SC1CC(=O)N(c2ccc(OCC)cc2)C1=O (stereo unspecified)	i	1%	-22%	7%	-6%	-2%	-15%	3%	-1%
COc1ccc(CCNC(=O)C2CC(=O)N(C3CCCC3)C2)cc1OC (stereo unspecified)	i	5%	i	-13%	-5%	-1%	-1%	0%	1%
O=C(Nc1cccnc1)c1c(F)c(F)c(F)c(F)c1F	i	0%	i	-7%	-2%	-22%	4%	2%	-12%
O=C(CCn1nc(-c2ccccc2)ccc1=O)N1CCN(c2ccccn2)CC1	i	3%	i	6%	1%	5%	-3%	1%	0%
CC(=O)N/C(=C\c1ccc(F)cc1)C(=O)OCc1ccccc1	i	10%	i	?	30%	10%	2%	1%	5%
O=C(Cc1ccccc1)N1CCN(S(=O)(=O)c2cccc([N+](=O)[O-])c2)CC1	i	?	-3%	-15%	1%	-17%	9%	-6%	9%
COC(=O)c1ccc(Cl)c(NC(=O)CN(c2ccc(OC)cc2)S(=O)(=O)c2ccccc2)c1	/	?	-10%[57.5 µM]	8%	-5%	-19%	33%	/	4%

Profiles from above. Screens in order: pAkt inh, GLP-1R inv ag, PTHR1 ag, TDP43 rescue, FUS yeast rescue, HEK293 tox, Abeta rescue, MmCpn inh, aSyn rescue
CCN(CC)S(=O)(=O)c1cc(C(=O)OCC(=O)c2ccc3c(c2)NC(=O)CO3)ccc1F is listed as i, 1%, -20%, 11%, -2%, 3%, -4%, -4%, -2%
CCOc1ccc(Br)cc1S(=O)(=O)NC(=O)c1ccccc1 is listed as i, -16%, -7%, 6%, -4%, -2%, -2%, 4%, 6%
COC(=O)c1ccc(Cl)c(NC(=O)CN(c2ccc(OC)cc2)S(=O)(=O)c2ccccc2)c1 is listed as /, ?, -10%[57.5 µM], 8%, -5%, -19%, 33%, /, 4%

Continued:
SMILES	pAkt inh	GLP-1R inv ag	PTHR1 ag	TDP43 rescue	FUS yeast rescue	HEK293 tox	Abeta rescue	MmCpn inh	aSyn rescue
COCc1cc(/C=N\NC(=O)Cc2ccc(Cl)cc2)ccc1OC	i	21%	i	1%	5%	9%	-5%	-3%	0%
O=C(NNc1cc(C(F)(F)F)nc2ccccc12)Nc1cccc(Cl)c1	i	?	-25%	4%	30%	-12%	2%	1%	1%
COc1cccc(C2CC(=O)Nc3cc4c(cc32)OCCO4)c1OC (stereo unspecified)	/	-29%	i	22%	-3%	-26%	-5%	/	/
Cc1ccc(C(=O)OCC(=O)NCc2cccc(Cl)c2)cc1S(=O)(=O)N1CCCCC1	i	5µM*	-10%	?	31%	2%	-15%	-3%	-4%
CCCN[C@@H]1C(=O)N2C(C(=O)OCCC)=C(C)CS[C@H]12	i	-6%	?	-11%	6%	12%	-7%	1%	2%
O=C1CS/C(=N/N=C/c2cccs2)N1	i	4%	-37%[inhibitor]	0%	20%	5%	-3%	3%	-4%
Cc1cc(=O)n2nc(-c3ccc(C(F)(F)F)cc3)sc2n1	i	7%	-3%	-13%	17%	-15%	21%	-28%	6%
COc1ccc2c(c1)CCCO[C@]21O[C@H](CCO)C[C@H](O)[C@H]1O	i	-1%	-17%	3%	-29%	5%	-8%	/	-2%
O=C(Cc1c(C(=O)O)[nH]c2ccccc12)NCCN1CCN(c2ccccc2F)CC1	i	16%	-5%	-10%	/	-6%	-6%	1%	4%
Cc1ccc(OC(C)C(=O)Nc2cc(C)on2)cc1 (stereo unspecified)	i	9%	i	2%	-2%	7%	-12%	0%	-4%
CCn1c(SCC(=O)Nc2cccc(S(=O)(=O)N(C)c3ccccc3)c2)nnc1C1CC1	i	-27%	i	-3%	/	-2%	-6%	0%	-1%
CNC(=O)COc1ccc(Nc2nnc(-c3ccc(C)c(S(N)(=O)=O)c3)c3ccccc23)cc1	i	14%	-17%	-3%	17%	-2%	-1%	-2%	-2%
CCSc1nnc(NC(=O)NC2CCCCC2)s1	i	?	i	-7%	11%	-8%	20%	-9%	-7%
Cc1ccccc1CNc1ncnc2cc(Cl)ccc12	i	3%	-14%	9%	-9%	2%	-5%	-16%	1%
O=C(N/N=C/c1ccccn1)NC12CC3CC(CC(C3)C1)C2	i	-25%	i	-5%[1.82 µM]	17%	-5%	15%	1%	0%
CCOC(=O)c1c(S(=O)(=O)N2CCC(C(=O)Nc3cccc(C#N)c3)CC2)c(C)n(C)c1C	/	22%	-12%	15%	26%	0%	-9%	/	/
C[C@H](NC(=O)C1CCN(S(=O)(=O)c2ccccc2)CC1)C(=O)NCc1ccccc1	i	6%	i	-11%	-11%	-2%	2%	1%	3%
COc1ccc(C(=O)Nc2ccc3c(c2)OCCO3)cc1S(=O)(=O)N1CCOCC1	i	-11%	-20%	9%	-1%	-8%	-1%	0%	1%
CC1CCN(S(=O)(=O)c2ccc3c(c2)N(CC(=O)NCCc2ccc(Cl)cc2)C(=O)CO3)CC1	/	?	-14%	-2%	?	-14%	-15%	/	18%
CCOc1ccc(N2C(=O)c3ccc(C(=O)OCc4c(C)noc4C)cc3C2=O)cc1	i	6%	i	-2%	0%	-4%	9%	1%	-3%
OCCC1CN(Cc2nc(-c3ccccc3)cs2)CCN1Cc1ccc(F)cc1 (stereo unspecified)	i	?	-44%[inhibitor]	6%[9.22 µM]	14%	0%	-12%	0%	1%
CC(C)(C)OC(=O)C[C@@H]1C/C=C\C[C@H](CC(=O)N[C@H](CO)Cc2ccccc2)C(=O)N[C@H](Cc2ccccc2)COC1=O	i	-18%	i	18%	?	-10%	3%	-9%	-4%
CC1CN(C(=O)c2ccc(COc3ccc(C(C)C)cc3)o2)CC(C)O1 (stereo unspecified)	i	?	-95%[inhibitor]	?	35%	0%	-55%[inhibitor]	-2%	5%
Nc1cc(=O)[nH]c(SCC(=O)N2N=C(c3ccc(Cl)cc3)CC2c2ccco2)n1 (stereo unspecified)	i	37%[activator]	i	-11%	27%	?	-6%	-4%	11%

An excerpt. The share of hits here may be higher or lower than overall.
